Screening data deposited in PubChem by several laboratories.
TNAP inh hiacc – blocks human TNAP under high phosphate acceptor concentration | 0.03% of 200,000 active | inhibition, % at 20 µM | P05186 | purified TNAP, CDP-star luminescence, 1 M DEA;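 active means over 50% inhibition of tissue-nonspecific alkaline phosphatase at 20 µM in the single-dose screen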;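 further: plate controls were DMSO wells for no effect and EDTA-quenched wells as full inhibition for full effect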
Target sequence (P05186 whole entry, looked up): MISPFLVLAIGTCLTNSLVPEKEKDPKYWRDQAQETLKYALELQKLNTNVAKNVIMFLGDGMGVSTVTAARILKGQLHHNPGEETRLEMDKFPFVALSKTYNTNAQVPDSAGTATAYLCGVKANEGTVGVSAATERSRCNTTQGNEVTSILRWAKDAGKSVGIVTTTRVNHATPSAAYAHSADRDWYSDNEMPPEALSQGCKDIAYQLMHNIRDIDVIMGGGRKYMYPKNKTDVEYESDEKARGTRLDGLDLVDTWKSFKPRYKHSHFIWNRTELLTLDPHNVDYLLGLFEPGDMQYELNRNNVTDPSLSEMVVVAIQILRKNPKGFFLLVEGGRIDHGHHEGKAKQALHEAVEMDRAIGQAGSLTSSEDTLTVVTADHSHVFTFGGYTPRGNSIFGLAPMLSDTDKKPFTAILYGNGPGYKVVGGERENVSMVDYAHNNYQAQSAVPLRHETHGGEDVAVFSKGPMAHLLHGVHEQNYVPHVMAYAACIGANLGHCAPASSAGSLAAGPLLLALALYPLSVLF
bIAP inhibitor – intestinal alkaline phosphatase (bovine) inhibition. 190,000 tested, under 10 active. inhibition, % at 20 µM. AID 1019. purified bovine IAP, CDP-star luminescence, 30 min;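 active means over 50% inhibition of intestinal alkaline phosphatase at 20 µM in the single-dose screen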
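System: Purified bovine intestinal alkaline phosphatase (IAP) enzyme | Input: IAP diluted 1/65,000,000 in the well | Also added: CDP-star chemiluminescent phosphatase substrate, 30 µM final | Dosing: 20 µM single dose | Times: Enzyme reaction for 30 min at room temperature | Detection: Luminescence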
TNAP act hiacc – TNAP (human) activation, high acceptor | purified TNAP, CDP-star luminescence, 1 M DEA, 30 min; stronger effect = higher value; 0 = EDTA background, 1 = DMSO-only activity | activation factor at 20 µM | 200,000 tested, under 10 active | AID 1136;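 active means activation factor at least 2 at 20 µM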
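Dosing: 20 µM single point. System: human TNAP. Amount: TNAP 1/800 final. Incubation: 30 min, room temperature. Read-out: TNAP activation factor scaled between EDTA and DMSO control wells. Signal: luminescence from CDP-star hydrolysis. Medium: 1 M DEA, pH 9.8, Mg2+, Zn2+. Control set: EDTA negative control, DMSO positive control.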
RAM network inh – yeast RAM network inhibition | S. cerevisiae dse1pr::URA3 reporter, 5-FOA growth OD615, 2 d; analog-sensitive cbk1-as2 kinase mutant strain | inhibition, % at 50 µM | 1.8% of 190,000 active | AID 868;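 active means inhibition above a set limit, 3 SD over mean compound inhibition, cut at about 8.4% in these data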;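 further: 0% = DMSO-only wells with no growth and 100% = 10 µM 1-NA-PP1 full growth; inhibition rescues growth on 5-FOA so higher OD means more RAM inhibition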
FLuc act counter – affects firefly luciferase, flagging false hits in luciferase stimulation screens; ATPlite luciferase biochemical, luminescence, 10 min; 0 = ATP-free wells, 1 = DMSO control; activation factor at 10 µM; P08659; 200,000 tested, under 10 active;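 active means luciferase activation factor, scaled between plate controls, of at least 2 with compound at 10 µM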
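Assay system: Luciferase/luciferin detection reagent, cell-free biochemical luciferase assay / Read-out: luciferase activation / Benchmarks: No-ATP low control, compound-free enzyme-plus-ATP high control / Medium: PBS buffer for ATP / Detection: luminescence measurement of luciferase light output / Schedule: 10 min at ambient temperature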
Lmaj promast – reduces viability of Leishmania major promastigotes | resazurin fluorescence viability | inhibition, % at 10 µM | 9% of 200,000 active | AID 1063; in the data active means inhibition above about 50%;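 further: promastigotes grown with compound for 44 hours at 28 °C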
TNAP inh no acc – blocks human TNAP activity with no phosphate acceptor present | P05186 | inhibition, % at 20 µM | purified TNAP, CDP-star luminescence, 30 min | 0.26% of 200,000 active;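 active means tissue-nonspecific alkaline phosphatase inhibition above about 50% at 20 µM in the single-dose screen, limit read from the data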;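 further: 0% = DMSO negative control and 100% = EDTA positive control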
bIAP act – intestinal alkaline phosphatase (bovine) activation. purified bovine IAP, CDP-star luminescence, 30 min; stronger effect = higher value; fold of DMSO-control signal, blank-subtracted. activation factor at 20 µM. 0.17% of 200,000 active. AID 1016;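 active means activation factor of 2 or more at 20 µM, a signal rise over negative controls twice the positive control's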
APP transl inh – APP translation inhibition; SH-SY5Y APP 5'UTR-luciferase reporter, luminescence; inhibition, % at 2 µM; 0.82% of 190,000 active; AID 1285;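 active means inhibition above a set limit, derived from the sample mean plus 3 SD, cut at about 45% in these data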; further: values of inactives mirror those of a sister screen read the other way
FLuc inhib CS – Photinus pyralis luciferase inhibition counter-screen | P08659 | ATPLite firefly luciferase biochemical luminescence, 10 min | inhibition, % at 10 µM | 1.5% of 200,000 active;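 active means inhibition above about 50% when tested at 10 µM, limit read from the data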
Numbers without * were called inactive; . = no result given.

Fields – TNAP inh hiacc	bIAP inhibitor	TNAP act hiacc	RAM network inh	FLuc act counter	Lmaj promast	TNAP inh no acc	bIAP act	APP transl inh	FLuc inhib CS
(1) CCOC(=O)C1=C(O)C(=O)N(c2ccc(S(N)(=O)=O)cc2)C1c1ccc(OC)cc1OC (stereo not given)
    10	10	0.9	-0.1	1.1	-2	12	0.9	-7	-10
(2) Cc1cc([N+](=O)[O-])ccc1NC(=O)C1CCCO1 (stereo not given)
    5	-4	0.9	0.4	1	-6	-22	1	-5	4
(3) CN(C)c1nc(N(C)C)n(C(=O)c2cccs2)n1
    -8	-1	1.1	0.4	1.1	1	-14	1	6	-5
(4) CC(C)CCOC(=O)/C(=C/c1ccco1)NC(=O)/C=C/c1ccccc1
    -5	6	1.1	7.6	1.1	1	0	0.9	1	-9
(5) Cc1ccc(C)c(N=Cc2cc3c(cc2[N+](=O)[O-])OCO3)c1
    12	8	0.9	0.0	1	-5	7	0.9	-16	0
(6) CCOc1ccc(NC(=O)C[n+]2ccccc2)cc1
    -4	-25	1	0.1	1.1	9	-18	1.2	.	-6
(7) CCCOc1ccc(N2C(=O)CC(N(CCc3ccc(OC)c(OC)c3)C(=S)Nc3ccccc3)C2=O)cc1 (stereo not given)
    -4	6	1	-0.8	1	45	-17	0.9	-10	-4
(8) Cc1ccc(Cn2cc(/C=N/NC(=O)Cc3nnc(NC(=O)c4ccc(C)cc4)s3)c3ccccc32)cc1
    -8	-10	1.1	2.1	1	-5	-21	1.1	7	-2
(9) CN(C(=O)CSC1=NCCS1)c1ccccc1
    -3	6	1	0.3	1.1	1	-3	0.9	5	-7
(10) Cc1nnc(SC/C=C/c2ccccc2)n(N)c1=O
    -6	-15	1.1	2.7	1	-6	-8	1.2	5	-2
(11) CN1C(=O)C(c2nnc(Nc3cccc4ccccc34)s2)C2CC1(C)Oc1ccccc12 (stereo not given)
    0	-6	1	9.0*	1	72*	-9	1.1	-3	4
(12) CC(C)CCNC(=O)C(C)N(C(=O)c1snc(C(N)=O)c1N)c1cnc2ccccc2c1 (stereo not given)
    3	-4	1	-2.5	1	17	62*	1	12	2
(13) CN(C)c1ccc(C(=O)Nc2cc(C(F)(F)F)ccc2-n2cncn2)cc1
    0	4	1	1.0	1	4	8	1	-6	4
(14) Cc1ccc(NS(=O)(=O)c2ccc(OCC(=O)N3CCOCC3)cc2)cc1
    3	0	1	0.5	1	-5	-3	1	-3	1
(15) CN1CCN(NC(=S)Nc2ccc(Oc3ccccc3)cc2)CC1
    -2	-8	1	1.2	1.1	6	-2	1.1	10	-9
(16) Cc1ccc2c(c1)N(CC(=O)O)C(=O)CO2
    -6	8	1.1	1.2	1	0	-15	0.9	3	-3
(17) CCCCOC(=O)c1nc(Cl)c(Cl)c(N)c1Cl
    -4	13	1	-0.5	1.1	11	9	0.9	-19	-15
(18) CC(=O)Nc1ccc(OCC(O)CN2CCN(c3ccc(C)c(Cl)c3)CC2)cc1 (stereo not given)
    -1	-26	1	2.1	1	-2	-12	1.3	7	-1
(19) Cc1nn(C(=O)N2CCOCC2)c(C)c1C
    1	-4	1	2.1	1	-6	-9	1	-6	0
(20) CC(=O)Nc1ccc(NC(=O)C2CCCN2/C=C/C(=O)C(F)(F)F)cc1 (stereo not given)
    -3	-7	1	0.5	1	1	-11	1.1	-38	2
(21) CC(C)c1cc(NC(=O)CCl)on1
    0	-10	1	0.6	1	43	-11	1.1	19	-4
(22) COCCCNC(=O)C(=O)N/N=C/c1ccc(OCC(=O)Nc2cccc(Cl)c2C)c(OC)c1
    -4	3	1	1.5	1	10	-11	1	8	-5
(23) Cc1cc2cc(NC(=O)c3ccco3)ccc2[nH]1
    -4	10	1	2.3	0.5	0	-13	0.9	-57	48
(24) CN(C)/C=N/S(=O)(=O)c1cccn1-c1ncc(C(F)(F)F)cc1Cl
    -3	5	1	2.5	1.1	1	-6	1	-6	-8
(25) COc1ccc(C2C(C(N)=O)=C(C)Nc3nc(-c4ccccc4Cl)nn32)c(OC)c1 (stereo not given)
    -3	6	1	1.7	1.1	-7	3	0.9	-23	-6
(26) CCc1ccc(C(C)NC(=O)C2(C)CC2(Br)Br)cc1 (stereo not given)
    -7	11	1.1	0.9	1	54*	-12	0.9	9	-4
(27) COc1ccc(C(=O)CSc2ccc(-c3ccc(C)cc3)nn2)cc1
    0	9	1	3.9	0.9	1	-14	0.9	-7	8
(28) O=C(c1ccc(Cl)cc1)c1cnc(-c2ccc(Cl)cc2)s1
    -1	-2	1	3.2	1	-7	-7	1	-12	-1
(29) O=S(=O)(NCC1COc2ccccc2O1)c1ccc2ccccc2c1 (stereo not given)
    0	-2	1	0.9	1	49	-18	1	1	-2
(30) C=CCn1c(O)c(C(CC)=Nc2ccccc2NC(=O)CC)c(=O)[nH]c1=O
    -8	10	1.1	0.1	1.1	-1	-17	0.9	-27	-8

One compound at a time, from the list above. Values in the order: TNAP inh hiacc	bIAP inhibitor	TNAP act hiacc	RAM network inh	FLuc act counter	Lmaj promast	TNAP inh no acc	bIAP act	APP transl inh	FLuc inhib CS
CCOC(=O)C1=C(O)C(=O)N(c2ccc(S(N)(=O)=O)cc2)C1c1ccc(OC)cc1OC (stereo not given) is listed with 10	10	0.9	-0.1	1.1	-2	12	0.9	-7	-10
O=S(=O)(NCC1COc2ccccc2O1)c1ccc2ccccc2c1 (stereo not given) is listed with 0	-2	1	0.9	1	49	-18	1	1	-2
CC(C)CCOC(=O)/C(=C/c1ccco1)NC(=O)/C=C/c1ccccc1 is listed with -5	6	1.1	7.6	1.1	1	0	0.9	1	-9

(cont.)
Fields – TNAP inh hiacc	bIAP inhibitor	TNAP act hiacc	RAM network inh	FLuc act counter	Lmaj promast	TNAP inh no acc	bIAP act	APP transl inh	FLuc inhib CS
(31) C=CCNc1nc(Nc2ccccc2F)nc(OCC)n1
    -3	15	1	-0.1	0.8	26	-10	0.8	-61	18
(32) COc1ccc(Br)cc1/C=N/NC(=O)c1ccco1
    -3	-19	1	1.1	1	2	-6	1.2	-10	-4
(33) Fc1ccc(OCc2nn3c(Cn4nnc5ccccc54)nnc3s2)cc1
    -4	1	1	6.6	1.1	-11	12	1	-22	-8
(34) CCOC(=O)c1cc(C)n(CCc2ccccc2)c1C
    -6	15	1.1	0.8	1.1	11	-11	0.8	-14	-6
(35) Cc1nc2c(cc1C(=O)N/N=C/c1ccc(O)c(O)c1)c(=O)n(C)c(=O)n2C
    6	-16	0.9	1.9	1	-2	37	1.2	10	-1
(36) O=C(CCCSc1nc2ccccc2[nH]1)NC1=NCCS1
    1	-10	1	2.5	1	2	-8	1.1	13	-4
(37) CCOC(=O)Nc1ccc(C)cc1NC(=O)OCC
    -2	-3	1	2.0	1.1	9	-5	1	-8	-6
(38) Cc1nnsc1C(=O)Nc1ccc(Cl)cc1Cl
    -2	4	1	1.9	1	1	-10	1	14	-4
(39) O=C(c1ccco1)N(Cc1cccc([N+](=O)[O-])c1)c1ccc(Br)cc1
    -4	-1	1	9.3*	1	29	-3	1	-1	-2
(40) COC(=O)C1=C(C)N(CCc2c[nH]c3ccc(OC)cc23)C(=O)C1
    1	2	1	0.4	0.9	18	-5	1	-3	6
(41) CCCCCNC(=O)c1ccc2c(=O)[nH]c3c(C(=O)NCC4CCCO4)sc(=S)n3c2c1 (stereo not given)
    7	10	0.9	5.5	1.1	-3	6	0.9	-1	-5
(42) CCN1CCN(C(=O)c2cc(S(=O)(=O)Nc3ccc(S(C)(=O)=O)cc3)ccc2Cl)CC1
    2	-4	1	-0.4	1	1	-13	1	40	-4
(43) CN(C)c1ccc(C2N(c3ccc(F)cc3)C(=O)C3CCCN32)cc1 (stereo not given)
    -7	-1	1.1	-0.2	1	1	-15	1	7	1
(44) O=C(CSc1ccc2nnc(-c3ccc(Cl)cc3)n2n1)N1CCCc2ccccc21
    22	41	0.8	4.8	0.9	14	-3	0.6	17	6
(45) CCOC(=O)C1CNc2cc(S(=O)(=O)CC)ccc2O1 (stereo not given)
    -2	1	1	2.6	1.1	-7	-4	1	-17	-6
(46) C=CCn1c(-c2cccc([N+](=O)[O-])c2)n[nH]c1=S
    -4	20	1	0.5	0.9	-10	10	0.8	-12	7
(47) Cc1ccc2oc(-c3cccc(NC(=O)Cc4cccs4)c3)nc2c1
    1	3	1	2.2	1	-1	-3	1	4	5
(48) CCOC(=O)N1CCN(C(=O)CSc2nc(-c3cccc(C)c3)ns2)CC1
    -7	5	1.1	0.1	1	6	-3	1	0	0
(49) Cc1cc(C)n(CC(=O)O)c(=O)c1[N+](=O)[O-]
    -3	17	1	-1.3	1	0	-9	0.8	1	-3
(50) Cc1nc(-c2ccccc2)cc(N2CCCC2)n1
    -3	0	1	0.6	1.1	22	-10	1	-1	-6
(51) COc1cc(C2NC(=O)C(C#N)=C(S)N2c2ccccc2)ccc1OC(C)C (stereo not given)
    -1	-40	1	0.1	1	-5	-8	1.4	3	-2
(52) CC(C)(C)NC(=O)COC(=O)c1ccc(S(=O)(=O)N2CCCC2)cc1
    0	-7	1	-0.1	1	-6	-3	1.1	2	0
(53) NS(=O)(=O)c1ccc(NC(=S)N2CCN(S(=O)(=O)c3ccc(F)cc3)CC2)cc1
    4	-8	1	3.7	1	-3	-6	1.1	17	-4
(54) COc1cc(OC)cc(C(=O)NC(=S)Nc2ccc(N3CCCC3)cc2)c1
    3	-3	1	1.4	1.1	-5	-7	1	-4	-8
(55) O=C(Nc1nnc(-c2ccco2)o1)c1cccc2ccccc12
    7	6	0.9	0.9	1	-5	-6	0.9	14	-5
